NCI-60 one-dose screen, 48 h, at 10 µM unless noted. Numbers give growth in % (100 = growth as untreated, 0 = no growth, -100 = all killed).
HL-60(TB): HL-60(TB) leukemia cells. actives 9% (n = 78,000); active = growth percent below 10
Numbers without * were called inactive; & = joins results of further samples; [ ] = remark or other dose. Only part of the results is shown. The share of hits here may be higher or lower than overall.

SMILES	HL-60(TB)
CC(C)Cc1cc(CNC(=O)C2[C@H]3CN(C(=O)Cc4ccccc4)C[C@@H]23)nn1-c1ccccc1 (stereo partly drawn)	86
CN(C)C1C(=O)C(C(=O)NCNC2C(=O)N3C2SC(C)(C)C3C(=O)O)=C(O)C2(O)C(=O)C3=C(O)c4c(O)cccc4C(C)(O)C3CC12 (stereo not drawn)	103
CCOC(=O)c1nc2sc3c(c2c(=O)[nH]1)CCCC3	41
N#Cc1c(N)cc(N)n(-c2nc3ccccc3nc2Cl)c1=O	98
COc1ccc(COC(C)=O)cc1	112
COc1ccc(/C=C2\CCC3=C2Nc2nc(SC)[nH]c(=O)c2C3c2ccc(OC)cc2)cc1 (stereo not drawn)	98
Cc1cc2nc(NC(=O)CN3CCN(CCN4C(=O)c5cccc6cccc(c56)C4=O)CC3)sc2cc1C	52
NC(=O)c1c(NC(=O)c2ccc(Cl)cc2)sc2c1CCC(=O)C2	49
C=CCO[C@H]1CO[C@H]2[C@@H]1OC[C@H]2OCC=C	96
CCCN1C2CCC1/C(=C\c1ccc(OC)cc1)C1=C2[C@@H](c2ccc(OC)cc2)C(C#N)=C(N)O1 (stereo partly drawn)	78
Nc1nc(N)nc(-c2cc(Cl)ccc2Cl)n1	112
O=C(CNCc1cc(=O)oc2ccc3ccccc3c12)Nc1ccc(Cl)cc1	117
COc1cc(-c2c3c(nn2-c2ccccc2)CCc2cnoc2-3)cc(OC)c1OC	86
Cc1ccc(S(=O)(=O)O)cc1N	100
O=c1[nH]c2ccc(Cl)cc2cc1CSc1cccc(Nc2nccc(-c3ccc4ccccc4c3)n2)c1	101
CSc1ccc(NCc2cn(-c3ccc(C(=O)O)cc3)nc2-c2cc(C(F)(F)F)cc(C(F)(F)F)c2)cc1	86
CNC(=S)c1ccc(-c2cnc3ncc(Cc4ccc5ncccc5c4)n3n2)cc1F	104
CC(=O)Nc1ccccc1-c1ccccc1	100
N#Cc1ccc(O)c(C2=NCC(c3ccccc3)O2)c1 (stereo not drawn)	15
O=C(O)c1ccc2c(c1Nc1ccc(-c3ccc(Nc4c(C(=O)O)ccc5c4C(=O)c4ccccc4C5=O)cc3)cc1)C(=O)c1ccccc1C2=O	100
CC1CC(C)(C)OB(OC(C)CC(C)(C)OB2OC(C)CC(C)(C)O2)O1 (stereo not drawn)	103
OC(CBr)C(O)C(O)C(O)CBr (stereo not drawn)	106
COc1ccc(C2OC(=O)C(O)=C2I)cc1OC (stereo not drawn)	99
Cc1ccc(C)c2c1sc1nc(Nc3ccc(Cl)cc3)c(C#N)c(=O)n12	88
CC[C@]12C=CCN3CC[C@]4(C(=C(C(=O)OC)C1)Nc1cc5c(cc14)[C@@H]1[C@H](O5)[C@@H](O)[C@@]4(CC)CC(C(=O)OC)=C5Nc6cc(O)ccc6[C@@]56CCN1C46)C32 (stereo partly drawn)	-9.8*
OCC1OC(n2cnc3c2NC=NC[C@H]3O)CC1O (stereo partly drawn)	76
CCN(CC)CCn1c2ccc(OC)cc2c2sc3cc(OC)ccc3c(=O)c21	7.6*
C/C(=C(/c1ccc(O)cc1)c1ccc(OCCN(C)C)cc1)c1ccccc1	76
CSc1ncc(-c2ccccc2)cn1	111
COc1ccc(OC)c(CCn2cncc2-c2c[nH]c3cc(Br)ccc23)c1	-9.5*

Reprinted from the part before: 2 entries, followed by the next part.
SMILES	HL-60(TB)
CSc1ncc(-c2ccccc2)cn1	111
COc1ccc(OC)c(CCn2cncc2-c2c[nH]c3cc(Br)ccc23)c1	-9.5*
Cc1cccc(C)c1NC(=O)Nc1cccc(C(F)(F)F)c1	117
CCC(NC(C)C)C(O)c1ccc(O)c(O)c1 (stereo not drawn)	87
Cc1ccc(S(=O)(=O)NNc2c3ccccc3nc3ccc(Cl)cc23)cc1	88
COc1ccc(CNc2cccc3[nH]c(C(F)(F)F)nc23)cc1OC	104
COc1cccc(NC(=O)c2cccc(-c3cc(=O)c4c(OC)c(OC)c(OC)cc4o3)c2)c1	69
Nc1[nH]c(=O)[nH]c(=O)c1Br	104&90
COC(=O)[C@@H](C)C[C@H](Cc1ccccc1)NC(=O)c1csc([C@@H](C[C@H](C(C)C)N(C)C(=O)[C@@H](NC(=O)[C@H]2CCCCN2C)C(C(F)(F)F)C(F)(F)F)OC(C)=O)n1	-34*
COc1ccc(C2C(C#N)=C(N)OC3=C2C(=O)c2ccccc2C3=O)cc1 (stereo not drawn)	103
COc1ccc2c(c1)c(-c1nc(-c3c[nH]c4ncccc34)cs1)cn2CCCN1CCOCC1	17
COc1ccc(C(=O)c2c(N)c(C#N)cn2-c2ccccc2OC)cc1	-7.7*
CC(=O)Nc1cccc(S(N)(=O)=O)c1C	97
O=C1C(Cl)=C(Nc2ccccn2)C(=O)c2ccccc21	73
COc1ccc(/C=c2\c(=O)n(-c3ccccc3)c3nnc(-n4nc(SC)nc4N)n23)cc1	106
O=C1Nc2ccccc2/C1=C/C(=O)c1ccc(N2CCCCC2)cc1	-6.3*
Cn1cc(NCCO[C@H]2Cc3cc4ccc(=O)oc4cc3OC2(C)C)c(C(N)=O)n1	101
CC(OC=O)C(=O)O (stereo not drawn)	83
CCSc1nnc(-c2c(C)nc3ccc(Br)cn23)o1	105
Cn1c(=O)c2c(nc(Sc3nc(N)cc(=O)[nH]3)n2Cc2ccc(F)cc2)n(C)c1=O	90
Nc1cc(=O)n(CC(=O)Nc2ccccc2)n1S(=O)(=O)c1ccccc1	99
C=C(C)[C@@H]1CC[C@]2(CO)CC[C@]3(C)[C@H](CC[C@@H]4[C@@]5(C)CCC(NCCc6ccc(O)cc6)C(C)(C)[C@@H]5CC[C@]43C)[C@@H]12 (stereo partly drawn)	-50*
COc1ccc(OC)c(C2C(C#N)=C(N)Oc3c2c(N)nn3-c2ccccc2)c1 (stereo not drawn)	102
CO[C@H]1C[C@H](O[C@H]2[C@H](C)[C@@H](OC3O[C@H](C)C[C@H](N(C)C)[C@H]3OC(C)=O)[C@@H](C)C[C@]3(CO3)C(=O)[C@H](C)[C@@H](OC(C)=O)[C@@H](C)[C@@H](C)OC(=O)[C@@H]2C)O[C@@H](C)[C@@H]1OC(C)=O (stereo partly drawn)	83
CN1C(=O)C2(C(C#N)=C(c3ccc(Cl)cc3)Nc3c2c(-c2ccccc2)nn3-c2ccccc2)c2ccccc21 (stereo not drawn)	50
O=Cc1cccc(Cl)c1Cl	99
O=C1CCC/C=C\C[C@H]2C=CC(=O)/C2=C/C[C@H](CCc2cccc(C(F)(F)F)c2)O1	-25*
COc1cccc(CNc2ccc(Cl)cc2)c1O	86
Cc1ccc2nc([C@@H](C)[C@H]3CC[C@H]4[C@@H]5CCC6=CC(=O)CC[C@]6(C)[C@H]5CC[C@]34C)[nH]c2c1	74
O=C(Nc1cccc([N+](=O)[O-])c1)Nc1cccc([N+](=O)[O-])c1	13&92
CC(C)=CCc1cc(/C=C2\OC(=O)C(c3cc4c(cc3O)OC(C)(C)CC4)=C2O)ccc1O	90
Cc1ccccc1N=Nc1ccc2c(S(=O)(=O)O)cccc2c1O	103
COc1cccc(C=O)c1OC1CCC(=O)N1 (stereo not drawn)	102
Nc1cccc(-c2nc3sccn3c2-c2ccnc(NCCNS(=O)(=O)c3ccc(C(F)(F)F)cc3)n2)c1	89
CCCCCOc1ccc(/C=N/Nc2cc(C)nc3ccc(Cl)cc23)cc1	0.1*
COc1cc2oc(-c3cccc(NC(=O)c4cc(NC(=O)[C@H](C)NC(=O)OC(C)(C)C)ccc4Br)c3)cc(=O)c2c(OC)c1OC	73
COc1c2c(c(OC)c3c1OCO3)C(c1ccc(Br)cc1)=NC(C)C2 (stereo not drawn)	69
CC(=O)O[C@]1(C(C)=O)CC[C@H]2[C@@H]3CC(=C(Br)Br)C4=CC(=O)CC[C@]4(C)[C@H]3CC[C@@]21C	58
COc1ccc(N2CCN(C(CNC(=O)C3CCCCC3)c3ccc4c(c3)OCO4)CC2)cc1 (stereo not drawn)	73
Nc1nc(=O)[nH]c2ccc(Sc3ccc(F)cc3)cc12	88
O=C(/C=C/c1ccccc1)c1cccc2ccccc12	34
CCC1=C(c2ccc(OC)cc2)C(C)(C)Oc2cc(O)c(CN3CCCC3)cc21	85
CSc1nc(CC(C)C)c(C#N)c(=O)n1C	79
N#CC1=C(N)Oc2ccc(Cl)c(O)c2C12C(=O)Nc1ccccc12 (stereo not drawn)	26
CC1Cc2c(ncn3c(-c4ccc(F)cc4)nnc23)N(C)c2ccccc21 (stereo not drawn)	91
C=C(C)[C@@H]1CC[C@]2(C)[C@H](CC=C3[C@@H]4[C@@H](C)[C@H](C)CC[C@]4(C(=O)OC)CC[C@]32C)[C@@]1(C)CC/C(N)=N/O	47
OC(CBr)C(O)CBr (stereo not drawn)	81
NC(=O)C1=C(N=C2CCCCC2)CCCC1	98
CC(C)CCCN(CCCC(C)C)CC(O)c1cc2c(c3ccccc13)CCCC2 (stereo not drawn)	82
Nc1c(C(=O)c2ccc(F)cc2)sc2nc(-c3cnccn3)cc(-c3cccs3)c12	101
O=C(NCCNc1nccc(-n2ccc3cccnc32)n1)C1CCCCC1	101
CCC(Cc1ccccc1)OC(=O)c1cc(-c2ccc(OC)cc2)nc2ccccc12 (stereo not drawn)	82
Next results.
SMILES	HL-60(TB)
C/C(Cl)=C/CN(C/C=C(/C)Cl)CCO	100
O=S(=O)(Nc1ccc(Cl)nn1)c1ccc(NC(=S)Nc2ccccc2O)cc1	102
CC(C)=CCCC(C)CC1OCCC(C)O1 (stereo not drawn)	100
CCc1cccc(C)c1NC(=O)CCc1nc(=S)[nH][nH]1	103
CC/C(Cc1ccccc1)=C(\c1ccc(OCCN2CCCC2)cc1)c1ccc(OC(=O)NCc2ccccc2)cc1	-1.9*
O=C(Nc1ccc(F)cc1)N1CCCCC1	92[100 µM]
COc1ccc(CCN2CCC(CN(C)Cc3cnn(-c4ccccc4)c3)CC2)cc1	6.4*
CN(/N=N/c1nc[nH]c1C(N)=O)C(C)(C)C	41
c1ccc(-c2cn3ccccc3n2)cc1	101
CCOC(=O)c1c(C)nc2c(c1N)C(=O)C(=O)N2Cc1ccc(C(F)(F)F)cc1	43
COc1cc([C@@H]2N=C(N)NC(C)=C2C(=O)Nc2nc(-c3ccc(Cl)cc3)cs2)ccc1O	83
O=S1(=O)OC(c2cc(Cl)c(O)c(Br)c2)(c2cc(Cl)c(O)c(Br)c2)c2ccccc21	92
COc1cc2c(c(O)c1OC)C(=O)NC1CCCC=C21 (stereo not drawn)	95
COc1cc(NC(=O)c2ccc(C)cc2)ccc1C(=O)NC(=S)Nc1ccc(S(N)(=O)=O)cc1	108
OCCNCc1cccc(-c2ccccc2)c1O	100
CCOC(=O)CC1CSC(Nc2ccccc2F)=N1 (stereo not drawn)	115
O=C(Cn1c[n+](CC(=O)c2ccc(-c3ccccc3)cc2)c2ccccc21)Nc1cccc2cccnc12	-37*
CC/C(=C\c1ccc(Cl)cc1)c1nc2ccccc2c(=O)[nH]1	118
O=[N+]([O-])c1ccc(N/N=C\c2ccc(Cl)c(Cl)c2)nc1	118
Cc1nnc2c3nnc(-c4ccccc4)n3c3ccccc3n12	100

Of the compounds above, these contain a nitro group on carbon.
SMILES	HL-60(TB)
O=C(Nc1cccc([N+](=O)[O-])c1)Nc1cccc([N+](=O)[O-])c1	13&92
O=[N+]([O-])c1ccc(N/N=C\c2ccc(Cl)c(Cl)c2)nc1	118

Next part.
SMILES	HL-60(TB)
Cc1cccc(Nc2ccccc2C(=O)O)c1C	109&104
O=C(O)/C=C/C(=O)Nc1ccc(-n2nnc3cc(Cl)c(Cl)cc32)cc1	75
Oc1c(Cl)cc(Cl)cc1/C=N/Nc1nnc(N/N=C/c2cc(Cl)cc(Cl)c2O)c2ccccc12	-24*
C[n+]1c(/C=C/c2ccc(N(CCCl)CCCl)cc2)oc2ccccc21	92
NC[C@H]1O[C@H](O[C@H]2[C@H](O)[C@@H](O[C@H]3O[C@H](CO)[C@@H](O)[C@H](N)[C@H]3O)[C@H](N)C[C@@H]2N)[C@H](N)[C@@H](O)[C@@H]1O	106
OCC1(CO)CCCC2(COC3(CCCCC3)OC2)C1	99
ClCCN(CCCl)c1nc(Cl)c(C2CC(c3ccc4c(c3)OCO4)=NN2c2cc(Cl)cc(Cl)c2)s1 (stereo not drawn)	103
Cc1cc(C)n(Cc2ccccc2)c(=O)c1C#N	113
Nc1cc(Br)c(O)c(Br)c1	97
COc1cc(OC)c(/C=C/c2c3ccccc3cc[n+]2C)c(OC)c1	-25*

Single entries from the results shown:
For HL-60(TB), `O=C(/C=C/c1ccccc1)c1cccc2ccccc12` has 34
For HL-60(TB), `O=C1Nc2ccccc2/C1=C/C(=O)c1ccc(N2CCCCC2)cc1` has -6.3*
For HL-60(TB), `CC(OC=O)C(=O)O` (stereo not drawn) has 83
For HL-60(TB), `Cc1cc(C)n(Cc2ccccc2)c(=O)c1C#N` has 113

(continued)
SMILES	HL-60(TB)
NS(=O)(=O)Oc1ccc(NC(=O)C23CC4CC(CC(C4)C2)C3)cc1Cl	100
Cc1ccc(S(=O)(=O)Oc2ccc3c4c(c(=O)oc3c2)CCCCCC4)cc1	44
CCN(CC)c1ccn(CC(=O)N[C@@H](CC(C)C)B(O)O)c(=O)c1	98
N#CC1=C(/N=C(\N)NNc2ccccc2)Oc2c(ccc3ccccc23)C1c1ccccc1 (stereo not drawn)	120
COc1cccc(C(=O)Cn2cc(/C=C(\C#N)S(=O)(=O)c3ccccc3)c3ccccc32)c1	102

Three entries from above, field by field:
> COc1cccc(C(=O)Cn2cc(/C=C(\C#N)S(=O)(=O)c3ccccc3)c3ccccc32)c1
  HL-60(TB): 102

> Cc1ccc(S(=O)(=O)Oc2ccc3c4c(c(=O)oc3c2)CCCCCC4)cc1
  HL-60(TB): 44

> NS(=O)(=O)Oc1ccc(NC(=O)C23CC4CC(CC(C4)C2)C3)cc1Cl
  HL-60(TB): 100

Screens deposited in PubChem by NCI.
